Screening results as filed in PubChem.
Pol iota inh – DNA polymerase iota (human) inhibition. 1% of 390,000 active. Q9UNA4. AID 588590. Potency, µM (top dose mostly 115 µM), without a hit: at the highest dose activity, negative = inhibition, usual class: inhibitors. Pol iota fluorescent replication assay, 10 min
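Fluorescent replication assay read twice, at 0 min and 10 min after adding 50 nM (final) substrate. Enzyme (10 nM) and compounds were first incubated 15 min at room temperature; enzyme-free buffer wells were negative controls.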
G9a block – G9a (human) methyltransferase inhibition; Q96KQ7; G9a H3K9 monomethylation, AlphaScreen, 2 h; Potency, µM (series often up to 102 µM), for inactives: at the highest dose activity, negative = inhibition, usual class: inhibitors; 8.8% of 350,000 active; AID 504332; further: on the % scale 0 is the no-effect control and ±100 the full control effect; nearly all actives have a fitted effect of over 75% in size
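Chemiluminescent proximity detection of H3K9 monomethylation, read after 10 min bead incubation in the dark. Reaction: 20 nM G9a, 500 nM biotin-H3K9 peptide, 20 uM SAM cofactor, 2 h, room temperature, following 15 min enzyme-compound preincubation.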
BAZ2B inh – blocks human BAZ2B; Potency, µM (doses to about 114 µM), for the others: at the top dose activity change, negative = inhibition, hits mostly inhibitors; AlphaScreen BAZ2B-H3K14Ac peptide displacement; 4.4% of 360,000 active; Q9UIF8; further: on the % scale 0 is the no-effect control and ±100 the full control effect; nearly all actives have a fitted effect of over 60% in size
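Multi-concentration screen (max 110 uM) measuring displacement of acetylated histone H3 peptide from BAZ2B by AlphaScreen, using 50 nM protein, 50 nM peptide and 10 ug/mL streptavidin donor plus Ni-chelate acceptor beads.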
Pin1 inhibitor – blocks the human prolyl isomerase Pin1. Q13526. Pin1 FP peptide displacement, HiFluor488, 10 min. Potency, µM (highest dose often 115 µM), without a hit: top-dose activity, negative = inhibition, most hits filed as inhibitors. 0.009% of 390,000 active; active means well fitted inhibition curve with a large enough effect in the polarisation, with a control signal flat, not every such curve was filed as active; inconclusive means small, poorly fitted or top-dose-only effect, or effect the other way, or a change in a side signal; inactive means no such curve, though single readings can be large or run the other way; the % refers to the polarisation; further: on the % scale 0 is the no-effect control and ±100 the full control effect
Target sequence (Q13526 whole entry, looked up): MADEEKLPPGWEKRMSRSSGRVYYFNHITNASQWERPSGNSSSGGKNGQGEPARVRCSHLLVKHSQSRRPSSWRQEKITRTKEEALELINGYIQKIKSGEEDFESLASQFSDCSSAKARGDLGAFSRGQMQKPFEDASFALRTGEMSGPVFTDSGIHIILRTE
JMJD2A Tudor inh – JMJD2A Tudor domain (human) inhibition; Potency, µM (top dose mostly 114 µM), inactives show at the top dose activity change, negative = inhibition, actives largely listed as inhibitors; AID 504339; O75164; AlphaScreen JMJD2A-Tudor / H3K4me3 peptide binding; 4.4% of 390,000 active; further: on the % scale 0 is the no-effect control and ±100 the full control effect; nearly all actives have a fitted effect of over 50% in size
HP1b binding inh – blocks HP1-beta chromodomain binding to methylated histone tails; P83916; Potency, µM (highest dose often 114 µM), without a hit: at the highest dose activity change, negative = inhibition, most hits filed as inhibitors; AID 540317; 0.56% of 390,000 active; AlphaScreen HP1-beta / biotin-H3K9me3 peptide binding; further: nearly all actives have a fitted effect of over 70% in size; inactives centre near 23
Target sequence (P83916 whole entry, looked up): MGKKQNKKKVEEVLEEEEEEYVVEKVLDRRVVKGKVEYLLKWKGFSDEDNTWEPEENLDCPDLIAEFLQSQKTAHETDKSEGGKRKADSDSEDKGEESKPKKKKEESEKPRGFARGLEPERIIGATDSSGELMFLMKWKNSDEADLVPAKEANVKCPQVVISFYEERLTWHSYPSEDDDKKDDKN
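Compound inhibition of the preformed complex between 50 nM HP1-beta and 50 nM biotinylated H3K9me3 peptide was read by AlphaScreen. Buffer was PBS pH 7.4 with 0.01% Tween-20. Incubations ran 30 min at room temperature, with 10 ug/mL donor/acceptor beads.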
GLS inh – inhibitors of human glutaminase (GLS); GLS enzymatic activity, qHTS titration; Potency, µM (highest dose often 45.5 µM), inactives show top-dose activity change, negative = inhibition, hits mostly inhibitors; 0.21% of 410,000 active; further: on the % scale 0 is the no-effect control and ±100 the full control effect
Target sequence (O94925 whole entry, looked up): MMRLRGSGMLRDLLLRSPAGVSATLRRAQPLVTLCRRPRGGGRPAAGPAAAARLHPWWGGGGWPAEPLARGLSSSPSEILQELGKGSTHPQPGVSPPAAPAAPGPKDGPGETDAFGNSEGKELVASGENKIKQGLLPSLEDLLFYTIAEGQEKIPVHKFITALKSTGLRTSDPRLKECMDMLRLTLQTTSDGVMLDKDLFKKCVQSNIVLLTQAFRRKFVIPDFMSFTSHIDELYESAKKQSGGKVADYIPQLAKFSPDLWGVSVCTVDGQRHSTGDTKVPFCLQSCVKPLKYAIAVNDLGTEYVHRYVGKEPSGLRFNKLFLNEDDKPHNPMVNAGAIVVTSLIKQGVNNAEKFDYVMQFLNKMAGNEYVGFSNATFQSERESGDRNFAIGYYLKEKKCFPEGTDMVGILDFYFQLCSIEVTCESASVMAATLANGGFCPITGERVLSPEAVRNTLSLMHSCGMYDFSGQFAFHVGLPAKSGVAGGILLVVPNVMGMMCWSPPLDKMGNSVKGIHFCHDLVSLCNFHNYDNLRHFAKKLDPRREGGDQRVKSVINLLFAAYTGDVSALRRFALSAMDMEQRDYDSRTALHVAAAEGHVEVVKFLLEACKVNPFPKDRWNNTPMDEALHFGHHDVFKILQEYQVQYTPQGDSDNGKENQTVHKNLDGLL
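Two-point fluorescence kinetic (t0, 30 min RT) for hKGA; glutamate detected via glutamate oxidase–HRP–Amplex Red. Substrate: 1 mM L-glutamine solution; buffer 45 mM KH2PO4, pH 8.2.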
Tb PGK inh – inhibitors of T. brucei phosphoglycerate kinase | PGK/GAPDH coupled, Kinase-Glo luminescence, 60 min | AID 602233 | 0.043% of 380,000 active | Potency, µM (top dose mostly 57.5 µM), for the others: top-dose activity change, negative = inhibition, actives largely listed as inhibitors; further: on the % scale 0 is the no-effect control and ±100 the full control effect; nearly all actives have a fitted effect of over 60% in size
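Recombinant glycosomal PGK reaction used 1,3-bisphosphoglycerate generated in-well by GAPDH (100nM final) in 100mM TEA pH 7.6, 5mM MgCl2, 0.01% Tween-20. After 60 minutes at room temperature, ATP was read by Kinase-Glo Plus luminescence end-point.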
BLM helicase inh – Bloom syndrome helicase (human) inhibition. P54132. recombinant BLM DNA unwinding, fluorescence dequenching. Potency, µM (titrated, usually from 56.1 µM), for inactives: top-dose activity change, negative = inhibition, hits mostly inhibitors. 0.2% of 350,000 active. AID 2528;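 further: plate controls were vehicle for no effect and no enzyme for full effect; nearly all actives have a fitted effect of over 35% in size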
Starred values were filed as active, the others as inactive; [ ] = remark or other dose. Unless noted, the call rests on the fitted dose curve; in most records, active means well fitted curve in the direction sought with a large enough effect; inconclusive means small, poorly fitted or top-dose-only effect, or another doubt; inactive means no such curve, though single readings can be large; an effect the other way counts as inactive or inconclusive. Potency means the concentration at half of the fitted maximal effect.

How did Cc1cccc(-n2c(C)cc(/C=N\NC(=O)c3cccs3)c2C)c1 do in these assays?
Pol iota inh: 3%; G9a block: 2%[59 µM]; BAZ2B inh: inconclusive; Pin1 inhibitor: 19%; JMJD2A Tudor inh: inconclusive; HP1b binding inh: -4%; GLS inh: 10%; Tb PGK inh: -10%; BLM helicase inh: 0%

What do the screens show for `COc1ccc(N(C(=O)c2snc(C(N)=O)c2N)C(C(=O)NCC2CCCO2)c2ccc(C)o2)cc1OC` (configuration not stated)?
Pol iota inh: 115%[activator]; G9a block: -19%; BAZ2B inh: -12%; Pin1 inhibitor: -3%; JMJD2A Tudor inh: -36%; HP1b binding inh: inconclusive; GLS inh: 11%; Tb PGK inh: -13%; BLM helicase inh: -2%

Results for CCO[C@@H]1OC(C(=O)N2CCN(Cc3ccc4c(c3)OCO4)CC2)=C[C@H](C2CCCCC2)[C@H]1CCCO ?
Pol iota inh: 6%; BAZ2B inh: inconclusive; Pin1 inhibitor: -10%; JMJD2A Tudor inh: inconclusive; HP1b binding inh: -10%; GLS inh: 5%; Tb PGK inh: inactive; BLM helicase inh: -10%

Results for O=S(=O)(Nc1cccnc1)c1cccc(C(F)(F)F)c1 ?
Pol iota inh: 112%[activator]; G9a block: -13%[59 µM]; BAZ2B inh: 0%; Pin1 inhibitor: -1%; JMJD2A Tudor inh: -11%; HP1b binding inh: 11%; GLS inh: 5%; Tb PGK inh: inactive; BLM helicase inh: -5%

Results for CCN1CCN(Cc2ccc(NC(=O)c3cc(NC(=O)c4nccnc4N)cc(OC)c3)cc2C(F)(F)F)CC1 ?
Pol iota inh: inconclusive; G9a block: -7%[12.7 µM]; BAZ2B inh: -33%; Pin1 inhibitor: 1%; JMJD2A Tudor inh: inconclusive; HP1b binding inh: -6%; GLS inh: 3%; Tb PGK inh: -6%; BLM helicase inh: 63%[activator]

What do the screens show for `CCCC(CCC)C(=O)NC1CCN(Cc2ccccc2)CC1`?
Pol iota inh: 24%; G9a block: 0%; BAZ2B inh: -29%; Pin1 inhibitor: -8%; JMJD2A Tudor inh: -12%; HP1b binding inh: 37%; GLS inh: 3%; Tb PGK inh: -6%; BLM helicase inh: -5%

What do the screens show for `COc1ccc(C2/C(=C(/O)c3ccc(OC(C)C)cc3)C(=O)C(=O)N2CCCN2CCOCC2)cc1` (configuration not stated)?
Pol iota inh: 26%; G9a block: 45µM*; BAZ2B inh: -33%; Pin1 inhibitor: 7%; JMJD2A Tudor inh: -7%; HP1b binding inh: 25%; GLS inh: -9%; Tb PGK inh: -2%; BLM helicase inh: 0%

What do the screens show for `Cc1ccc(-n2cc(C(=O)c3ccc(F)cc3)nn2)cc1Cl`?
Pol iota inh: 14%; G9a block: 9%; BAZ2B inh: 10%; Pin1 inhibitor: 2%; JMJD2A Tudor inh: -35%; HP1b binding inh: 14%; GLS inh: 5%; Tb PGK inh: inactive; BLM helicase inh: -4%

How did c1ccc(-c2nc(CSc3nnc(-c4cccs4)o3)cs2)cc1 do in these assays?
Pol iota inh: 2%; G9a block: -37%[12.7 µM]; BAZ2B inh: 35%[activator]; Pin1 inhibitor: 59%[activator]; JMJD2A Tudor inh: -18%; HP1b binding inh: 121%; GLS inh: 0%; Tb PGK inh: 4%; BLM helicase inh: 3%

What do the screens show for `O=C(NCCc1ccccc1)C1CCC(Cn2c(=O)c3ccccc3n(Cc3cccnc3)c2=O)CC1` (configuration not stated)?
Pol iota inh: -17%; G9a block: -11%[59 µM]; BAZ2B inh: -9%; Pin1 inhibitor: 4%; JMJD2A Tudor inh: -3%; HP1b binding inh: 39%[activator]; GLS inh: -9%; Tb PGK inh: -1%; BLM helicase inh: -22%

How did O=C1N[C@@H](Cc2ccccc2)COC(=O)[C@H](Cc2ccc(F)cc2)C/C=C\C[C@H]1CC(=O)N(CCO)Cc1ccccc1 do in these assays?
Pol iota inh: 0%; Pin1 inhibitor: 7%; JMJD2A Tudor inh: -31%; HP1b binding inh: 14%; GLS inh: -1%; Tb PGK inh: 1%

Results for CCCCCCC1(C)NC(=S)N(c2ccccc2)N1 (configuration not stated) ?
Pol iota inh: 17%; G9a block: 14µM*; Pin1 inhibitor: 0%; JMJD2A Tudor inh: inconclusive; HP1b binding inh: inconclusive; GLS inh: -5%; Tb PGK inh: 3%; BLM helicase inh: 2%

Of the compounds above, these have an aryl methoxy group:
What do the screens show for `COc1ccc(N(C(=O)c2snc(C(N)=O)c2N)C(C(=O)NCC2CCCO2)c2ccc(C)o2)cc1OC` (configuration not stated)?
Pol iota inh: 115%[activator]; G9a block: -19%; BAZ2B inh: -12%; Pin1 inhibitor: -3%; JMJD2A Tudor inh: -36%; HP1b binding inh: inconclusive; GLS inh: 11%; Tb PGK inh: -13%; BLM helicase inh: -2%

Results for CCN1CCN(Cc2ccc(NC(=O)c3cc(NC(=O)c4nccnc4N)cc(OC)c3)cc2C(F)(F)F)CC1 ?
Pol iota inh: inconclusive; G9a block: -7%[12.7 µM]; BAZ2B inh: -33%; Pin1 inhibitor: 1%; JMJD2A Tudor inh: inconclusive; HP1b binding inh: -6%; GLS inh: 3%; Tb PGK inh: -6%; BLM helicase inh: 63%[activator]

What do the screens show for `COc1ccc(C2/C(=C(/O)c3ccc(OC(C)C)cc3)C(=O)C(=O)N2CCCN2CCOCC2)cc1` (configuration not stated)?
Pol iota inh: 26%; G9a block: 45µM*; BAZ2B inh: -33%; Pin1 inhibitor: 7%; JMJD2A Tudor inh: -7%; HP1b binding inh: 25%; GLS inh: -9%; Tb PGK inh: -2%; BLM helicase inh: 0%

Later entries
What do the screens show for `Cc1noc(C)c1NC(=O)N(C)C[C@@H]1Oc2ccc(NS(=O)(=O)c3c(C)noc3C)cc2C(=O)N([C@H](C)CO)C[C@H]1C`?
Pol iota inh: -13%; Pin1 inhibitor: -10%; JMJD2A Tudor inh: -13%; HP1b binding inh: 37%; GLS inh: 8%; Tb PGK inh: 3%

How did CCN(CC)c1ccc(/C=N/NC(=O)Cc2cccs2)cc1 do in these assays?
Pol iota inh: 13%; G9a block: inconclusive; BAZ2B inh: inconclusive; Pin1 inhibitor: 2%; JMJD2A Tudor inh: inconclusive; HP1b binding inh: -26%; GLS inh: 37%; Tb PGK inh: -6%; BLM helicase inh: -2%

How did Cc1cc(C(=O)OCC(=O)NC2CC2)ccc1[N+](=O)[O-] do in these assays?
Pol iota inh: 33%[activator]; G9a block: 14%[59 µM]; BAZ2B inh: -5%; Pin1 inhibitor: -8%; JMJD2A Tudor inh: -17%; HP1b binding inh: 8%; GLS inh: 4%; Tb PGK inh: -2%

What do the screens show for `CCOc1ccccc1C(=O)Nc1ccc(S(=O)(=O)Nc2nccc(C)n2)cc1`?
Pol iota inh: 24%; G9a block: 11%; BAZ2B inh: -5%; Pin1 inhibitor: -1%; JMJD2A Tudor inh: -5%; HP1b binding inh: 13%; GLS inh: -1%; Tb PGK inh: -6%; BLM helicase inh: -2%

How did CCOc1ccc2nc(SCC(=O)Nc3ccc(S(=O)(=O)N4CCCC4)cc3)c(C)cc2c1 do in these assays?
Pol iota inh: inconclusive; G9a block: 24%[12.7 µM]; BAZ2B inh: 9%; Pin1 inhibitor: inconclusive; JMJD2A Tudor inh: -3%; HP1b binding inh: 44%[activator]; GLS inh: -10%; Tb PGK inh: -6%; BLM helicase inh: -3%

Results for COc1cc(-c2nnc(COC(=O)CSCC(=O)Nc3cc(C)on3)o2)cc(OC)c1OC ?
Pol iota inh: 30%[activator]; G9a block: -1%; BAZ2B inh: 10%; Pin1 inhibitor: -9%; JMJD2A Tudor inh: 3%; HP1b binding inh: 37%; GLS inh: 0%; Tb PGK inh: -1%

Results for c1ccc(-c2noc(C3CCC3)n2)nc1 ?
Pol iota inh: 100%[activator]; BAZ2B inh: 7%; Pin1 inhibitor: 3%; JMJD2A Tudor inh: -15%; HP1b binding inh: 51%; GLS inh: -10%; Tb PGK inh: -5%; BLM helicase inh: -1%

How did O=C1N=C(N2CCOCC2)S/C1=C/c1ccc(-c2ccc(F)cc2)o1 do in these assays?
Pol iota inh: -20%; BAZ2B inh: -23%; Pin1 inhibitor: 3%; JMJD2A Tudor inh: -11%; HP1b binding inh: 37%; GLS inh: -1%; Tb PGK inh: -7%; BLM helicase inh: -12%

What do the screens show for `CCCCc1cc(=O)oc2cc(C)cc(OCC(=O)NCc3ccccn3)c12`?
Pol iota inh: 2%; G9a block: 20%; BAZ2B inh: -5%; Pin1 inhibitor: 4%; JMJD2A Tudor inh: -10%; HP1b binding inh: 63%[activator]; GLS inh: 0%; Tb PGK inh: 8%; BLM helicase inh: 3%

Results for COc1ccccc1NC1CCCCC1NS(=O)(=O)c1ccc(C)cc1 (configuration not stated) ?
Pol iota inh: 10%; BAZ2B inh: -2%; Pin1 inhibitor: inconclusive; JMJD2A Tudor inh: inconclusive; HP1b binding inh: -3%; GLS inh: 17%; Tb PGK inh: 9%; BLM helicase inh: 0%

What do the screens show for `CC(NC(=O)NNC(=O)c1ccncc1)(C(F)(F)F)C(F)(F)F`?
Pol iota inh: 50%[activator]; G9a block: -26%; BAZ2B inh: -29%; Pin1 inhibitor: 0%; JMJD2A Tudor inh: -2%; HP1b binding inh: 25%; GLS inh: -31%; Tb PGK inh: -5%; BLM helicase inh: -6%

What do the screens show for `CNc1nc(C)c(C(C)=O)cc1C#N`?
Pol iota inh: 15%; G9a block: 7%; BAZ2B inh: inconclusive; Pin1 inhibitor: -6%; JMJD2A Tudor inh: -4%; HP1b binding inh: 24%; GLS inh: 4%; Tb PGK inh: 5%; BLM helicase inh: -2%

How did O=C(Cc1ccc(Cl)cc1)N1CCN(c2ccccc2)CC1 do in these assays?
Pol iota inh: 8%; G9a block: -36%; BAZ2B inh: -38%; Pin1 inhibitor: 2%; JMJD2A Tudor inh: -20%; HP1b binding inh: 8%; GLS inh: 24%; Tb PGK inh: 5%; BLM helicase inh: -7%

How did Cc1cc(N)n2nc(-c3ccc(C(C)(C)C)cc3)cc2n1 do in these assays?
Pol iota inh: 18%; G9a block: 24%; BAZ2B inh: 4%; Pin1 inhibitor: 24%; JMJD2A Tudor inh: -19%; HP1b binding inh: 18%; GLS inh: 17%; Tb PGK inh: -11%; BLM helicase inh: -7%

An excerpt (hit frequency here may not be typical).
